Nrf2 activator: qHTS of Nrf2 Activators. AREc32 ARE-luciferase reporter (MCF7-derived line), luminescence, 24 h. Potency, µM (doses to about 46.1 µM), for the others: top-dose activation, actives largely listed as activators. 410,000 compounds, 0.31% hits. AID 624171, 2012; further: potency means the concentration at half of the fitted maximal effect; % of control where 0% means no effect; nearly all actives have a fitted effect of over 65% in size
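Cells of the AREc32 ARE-luciferase line are plated in OPTI-MEM containing 5% FBS and left overnight at 37 deg C. Compounds are pinned in, incubation continues 24 hr, and firefly luciferase signal is then measured.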
pAkt inh: HTS Assay for Inhibitors of Akt Phophorylation: Primary Screen | Neuro2A IGF-stimulated pAkt S473 HTRF, 20 min; active compounds read low | activity change, % for hits at 50 µM | 360,000 compounds, 0.32% hits | AID 651550, 2012; in the data active means activity change below about -80%; inconclusive means mostly about -51% to -80%; further: on the % scale 0 is the no-effect control and ±100 the full control effect
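Neuro2A cells in DMEM with 0.5% FBS, overnight at 37 deg C, given compound at single 50 µM final, then IGF (6 nM final) for 20 min at 37 deg C. Lysed; phospho-Akt Ser473 by HTRF after 24 h, 665/615 ratio.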
TGFb inhibitor: qHTS for Inhibitors of TGF-b; HepG2 CAGA-GFP TGF-b/SMAD3 reporter, GFP fluorescence, 18 h; TGF-beta stimulated, 500 pg/mL final; Potency, µM (highest dose often 46.1 µM), without a hit: at the highest dose activity, negative = inhibition, hits mostly inhibitors; 410,000 compounds, 1.2% hits; further: potency means the concentration at half of the fitted maximal effect; on the % scale 0 is the no-effect control and ±100 the full control effect; nearly all actives have a fitted effect of over 65% in size
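Smad-responsive CAGA-GFP expression was quantified in HEPG2 cells exposed to compounds and 500 pg/mL final TGF-beta for 18 h at 37 degrees C; unstimulated wells defined full inhibition.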
EPAC2 antag: qHTS for Antagonist of cAMP-regulated guanine nucleotide exchange factor 2 (EPAC2): primary screen. Rap guanine nucleotide exchange factor 4 (Homo sapiens), Q8WZA2. EPAC2 GEF exchange of Rap1B-BODIPY-GDP, fluorescence. Potency, µM (doses to about 114 µM), for inactives: top-dose activity, negative = inhibition, actives largely listed as inhibitors. 360,000 compounds, 0.18% hits. AID 720708, 2013; further: potency means the concentration at half of the fitted maximal effect; on the % scale 0 is the no-effect control and ±100 the full control effect; nearly all actives have a fitted effect of over 45% in size; many of its hits are not listed in these tables
Target sequence (Q8WZA2 whole entry, looked up): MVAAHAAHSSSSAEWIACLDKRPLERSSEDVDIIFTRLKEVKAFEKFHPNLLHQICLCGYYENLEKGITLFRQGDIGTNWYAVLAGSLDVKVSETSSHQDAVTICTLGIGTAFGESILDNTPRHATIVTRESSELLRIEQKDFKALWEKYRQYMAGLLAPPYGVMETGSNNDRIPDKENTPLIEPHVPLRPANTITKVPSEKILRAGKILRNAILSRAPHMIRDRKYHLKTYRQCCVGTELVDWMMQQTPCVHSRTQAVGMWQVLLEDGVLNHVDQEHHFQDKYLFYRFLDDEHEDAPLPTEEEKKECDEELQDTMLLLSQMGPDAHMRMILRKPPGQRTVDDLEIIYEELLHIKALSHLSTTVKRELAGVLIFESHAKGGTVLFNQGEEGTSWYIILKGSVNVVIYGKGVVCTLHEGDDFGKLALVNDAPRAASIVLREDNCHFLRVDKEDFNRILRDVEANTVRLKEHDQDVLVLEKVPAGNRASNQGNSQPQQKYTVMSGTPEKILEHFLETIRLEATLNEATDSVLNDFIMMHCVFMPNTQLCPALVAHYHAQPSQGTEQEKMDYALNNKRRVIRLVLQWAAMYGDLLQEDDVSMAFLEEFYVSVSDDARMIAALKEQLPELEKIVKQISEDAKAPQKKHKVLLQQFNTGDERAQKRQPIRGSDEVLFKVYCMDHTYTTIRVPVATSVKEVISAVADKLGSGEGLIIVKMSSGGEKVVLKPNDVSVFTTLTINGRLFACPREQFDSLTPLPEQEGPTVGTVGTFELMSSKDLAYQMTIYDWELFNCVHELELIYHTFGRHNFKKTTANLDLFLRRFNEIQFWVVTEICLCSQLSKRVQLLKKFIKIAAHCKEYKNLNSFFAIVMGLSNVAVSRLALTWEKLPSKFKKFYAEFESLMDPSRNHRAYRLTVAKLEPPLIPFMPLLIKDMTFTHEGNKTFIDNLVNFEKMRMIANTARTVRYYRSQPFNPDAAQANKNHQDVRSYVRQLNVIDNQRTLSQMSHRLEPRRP
Mm-Cpn inhibitor: Inhibitors of TCP-1 ring complex (TRiC) of Methanococcus maripaludis (MmCpn): qHTS; purified Mm-Cpn ATPase, ADP Transcreener TR-FRET; Potency, µM (series often up to 76.9 µM), for the others: top-dose activity, negative = inhibition, hits mostly inhibitors; 330,000 compounds, 0.031% hits; AID 504842, 2011; further: potency means the concentration at half of the fitted maximal effect; on the % scale 0 is the no-effect control and ±100 the full control effect; nearly all actives have a fitted effect of over 80% in size
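ATP (10 uM final) was added to archaeal chaperonin (25 nM final) after 10 min exposure to test compound at 37°C; after 30 min further incubation, ADP was detected by competitive TR-FRET.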
Nrf2 inh: Nrf2 qHTS screen for inhibitors; AID 504444, 2011; Potency, µM (series often up to 46 µM), inactives show top-dose activity change, negative = inhibition, usual class: inhibitors; 360,000 compounds, 2.1% hits; A549 ARE-Fluc reporter, luciferase luminescence, 18-24 h; further: potency means the concentration at half of the fitted maximal effect; on the % scale 0 is the no-effect control and ±100 the full control effect; nearly all actives have a fitted effect of over 60% in size
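Nrf2 function is reported as luminescence of an ARE-controlled luciferase in A549 cells. Compounds were tested at several concentrations, and a CellTiter-Fluor read on the same wells flagged cytotoxicity.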
EPAC2 ag: qHTS for Agonist of cAMP-regulated guanine nucleotide exchange factor 4 (EPAC2): primary screen | Potency, µM (series often up to 154 µM), for inactives: top-dose activation, actives largely listed as activators | 360,000 compounds, 0.079% hits | EPAC2 activation, biochemical qHTS; response scale: 100% = 6.5 mM cAMP response | AID 720711, 2013; further: potency means the concentration at half of the fitted maximal effect; nearly all actives have a fitted effect of over 50% in size
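Readout is BODIPY fluorescence (480 nm excitation, 540 nm emission), which falls as labeled GDP is exchanged off Rap1B. EPAC2 at 100 nM acted on 250 nM RAP1B-BODIPY-GDP with 50 uM GDP present.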
A549 viability: Nrf2 qHTS screen for inhibitors: counterscreen for cytotoxicity; A549 ARE-Fluc cells, CellTiter-Fluor viability, 18-24 h; Potency, µM (series often up to 46 µM), for inactives: at the top dose activity change, negative = cytotoxicity, actives largely listed as inhibitors; 390,000 compounds, 0.16% hits; AID 504648, 2011; further: potency means the concentration at half of the fitted maximal effect; on the % scale 0 is the no-effect control and ±100 the full control effect
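A549 ARE-Fluc cells in 5% FBS OPTI-MEM, 5000 cells/well, rested 2 h then exposed to compounds in concentration-response for 18-24 h at 37 °C. Viability by CellTiter-Fluor fluorescence (Ex 405/Em 525) after 30 min; luciferase luminescence (BugLite, 15 min, RT) read afterwards.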
CCT modulator: High-Throughput Screening for Modulators of Cytosolic Chaperonin Activity; purified chaperonin ATPase assay, HTRF ADP detection, 30 min; activity change, % (test concentration not listed), hits read low; 360,000 compounds, 0.3% hits; in the data active means activity change below about -30%; further: on the % scale 0 is the no-effect control and ±100 the full control effect
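We incubate TRiC, 40 or 20 nM final, with library compounds at 76 uM and 10 uM ATP for 30 min at 37 °C. ADP formed is detected with Transcreener HTRF reagents after 30 min at room temperature.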
Numbers without * were called inactive; i = inactive; ? = inconclusive; nt = no result given; [ ] = another dose, or the depositor's remark. Unless noted, the call rests on the fitted dose curve; in most records, active means well fitted curve in the direction sought with a large enough effect; inconclusive means small, poorly fitted or top-dose-only effect, or another doubt; inactive means no such curve, though single readings can be large; an effect the other way counts as inactive or inconclusive. These rows are one share of the data (hit frequency here may not be typical).

SMILES	Nrf2 activator	pAkt inh	TGFb inhibitor	EPAC2 antag	Mm-Cpn inhibitor	Nrf2 inh	EPAC2 ag	A549 viability	CCT modulator
CN1C(=O)S/C(=C/c2ccc(OCc3cccc(C(=O)O)c3)cc2)C1=O	-0.6%	i	-3%	-4%	0%	?	16%	-1%	-1.9
O=c1c2c(nc3n1CCCCC3)-c1ccccc1CC21CCCC1	-0.2%	i	-26%	-3%	-1%	1%	7%	9%[1.84 µM]	-2.3
CCOC(=O)c1cnc(-n2nc(C)cc2C)nc1Nc1cccc(C(C)=O)c1	0.2%	i	?	4%	nt	3%	-3%	2%	-2.2
CCCc1cc(=O)[nH]c(SCC(=O)N2CCCc3ccccc32)n1	-0.3%	i	2%	17%	-8%	3%	-6%	0%	2.1
N#CC(C#N)=Cc1c(N2CCN(c3ccccc3)CC2)nc2ccccn2c1=O	1.0%	i	-3%	-6%	-2%	-4%	3%	-1%	0.7
c1ccc2c(c1)nc(N1CCOCC1)c1ccccc12	0.3%	i	0%	-29%	0%	-27%	3%	-1%	1.4
CCCC1(C(=O)OCC)NC(c2ccc(O)cc2)C2C(=O)N(c3cccc(C(C)=O)c3)C(=O)C21 (stereo not drawn)	-0.5%	i	27%	10%	0%	2%	7%	-1%	0.1
COc1ccc(C(CNC(=O)c2cccc([N+](=O)[O-])c2)N2CCOCC2)cc1 (stereo not drawn)	0.4%	nt	-16%	nt	nt	19%	nt	10%	nt
CCCCCc1nnc(NC(=O)C2=COCCO2)s1	2.2%	i	14%	-7%	1%	?	-2%	0%	0.9
COc1cccc(NC(=O)Nc2nnc(N3CCCCC3C)s2)c1 (stereo not drawn)	0.0%	i	-10%	3%	1%	?	-1%	-2%	-0.9
Cc1cc(-c2ccc(C(C)C)c(S(=O)(=O)N3CC(=O)Nc4ccccc43)c2)on1	-0.1%	i	-11%	-20%	2%	?	8%	?	1.4
Cc1cc2c(c(C#N)c1C)NC=NC2C (stereo not drawn)	-0.9%	i	0%	9%	nt	nt	-1%	nt	1.2
CC(=O)c1ccc(CCCc2ccc(C(C)=O)cc2)cc1	2.6%	i	-5%	-15%	nt	2%	10%	-4%	-1.3
COCCNC(=O)C1(C)CCN(C(=O)c2cc(C(C)(C)C)nn2C)C1 (stereo not drawn)	-0.3%	i	2%	-2%	nt	nt	7%	nt	0.8
CCOC(=O)N1CCN(C(=O)Cc2cccs2)CC1	-0.9%	i	8%	-4%	-1%	1%	12%	-3%	-6.9
Cc1c(C(=O)N(C)C(C)c2ccccn2)oc2c(F)cccc12 (stereo not drawn)	3.1%	i	-4%	4%	3%	22%	2%	-2%	0.0
CC(Oc1ccc(Cl)cc1)c1ccc(C#N)c(=O)[nH]1 (stereo not drawn)	-1.1%	i	-6%	?	0%	9%	1%	7%	-2.8
Cc1cc(NC(=O)c2ccccc2NS(=O)(=O)c2c(C)c(C)cc(C)c2C)no1	0.0%	i	?	4%	-4%	?	-3%	-1%	-1.7
Cc1ccc(C(=O)N2CCC(C(=O)c3ccc(F)cc3)CC2)cc1	2.9%	i	-27%	-9%	nt	?	0%	4%	0.1
Cc1cc(C)cc(-n2ccn3cnnc3c2=O)c1	0.3%	nt	-3%	nt	nt	8%	nt	-5%	nt
COc1ccc(Nc2c3c(nc4nncn24)CCC3)cc1Cl	-0.4%	nt	-33%	nt	nt	-12%	nt	-8%	nt
CN(C)CCCNC(=O)c1ccc(-c2cc3nc(NCc4cccnc4)n(C)c(=O)c3s2)cc1	5.3%	i	-9%	3%	nt	nt	3%	nt	0.1
CN1C(=S)SC(C)(C)C1/[N+]([O-])=C/c1cccnc1 (stereo not drawn)	0.0%	i	0%	7%	-1%	-10%	-3%	1%	0.8
CC(C)C(=O)Nc1cccc(-c2cn3ccccc3n2)c1	2.4%	i	-1%	-1%	-1%	1%	14%	15%	1.4
Cc1sc(NC(=O)C2C3CCC(O3)C2C(=O)O)nc1-c1ccc(CC(C)C)cc1 (stereo not drawn)	5.2%[9.22 µM]	i	-29%	-11%	-5%	?	-12%	13%	-2.5
Cc1ccc(N/C(C(Cl)=C(Cl)Cl)=C(/Cl)[N+](=O)[O-])c(C)c1	22µM*	i	?	-8%[57.1 µM]	-1%	-11%	-14%	-2%	1.2
COc1ccc(C(=O)NCC(=O)N=Nc2c(O)n(Cc3ccccc3)c3ccccc23)cc1OC	0.7%	i	0%	12%	0%	?	0%	5%	-0.4
Cc1ccc(O)c(N=NC2=C(O)CC(C)(C)CC2=O)c1	-0.6%	i	?	1%	-15%	?	9%	-4%	0.9
CN(C)c1ccc(N=Nc2nc3ccccc3n2C)cc1	-4.0%	i	?	-14%	-1%	-18%	-37%[inhibitor]	-5%	-0.6
O=c1[nH]c(SCc2cccc(Cl)c2)nc2c1CCCC2	-0.4%	i	6%	9%	1%	?	3%	-2%	0.0
O=c1[nH]c(C2CCCN(S(=O)(=O)c3ccccc3F)C2)nc2c1nnn2Cc1ccccc1Cl (stereo not drawn)	3.6%	i	?	-1%	1%	?	5%	-4%	0.6
CCOC(=O)Nc1oc2ccccc2c(=O)c1CN1CCOCC1	25%	i	20%	-7%	2%	-30%	16%	-12%	-1.7
Cc1nc2cnccc2n1C	0.3%	i	20%	11%	-2%	-1%	-5%	1%	0.9
COc1ccc(Nc2nc3ccccc3nc2NS(=O)(=O)c2ccc(NC(C)=O)cc2)cc1	-0.7%	i	-29%	1%	2%	-18%	-4%	-7%	-0.2
Cn1c(=O)c2[nH]c(CN3CCN(Cc4ccccc4)CC3)nc2n(C)c1=O	0.0%	i	?	-2%	2%	?	-6%	1%	-0.1
O=C(COc1cccnc1[N+](=O)[O-])N1CCC(Cc2ccccc2)CC1	2.7%	i	-4%	-7%	?	15µM*	2%	2%	-2.2
COc1ccc(NC2=C(C(C)=O)C(c3ccc(OC)c(OC)c3)C(C(C)=O)C(C)(O)C2)cc1 (stereo not drawn)	0.2%	i	1%	-3%	0%	-2%	7%	-11%	0.8
Cc1ccc2nc(Cl)c3nnnn3c2c1	?	i	?	-10%	-3%	-1%	0%	?	0.9
Cc1ccc(C)c(S(=O)(=O)N2CCN(C(C(=O)Nc3ccc(F)cc3)c3ccccc3)CC2)c1 (stereo not drawn)	-0.5%	i	-10%	-6%	-1%	-10%	16%	-1%	-1.2
O=C(c1ccc2[nH]c(=O)c(=O)[nH]c2c1)N1CCN(Cc2ccccc2)CC1	-0.3%	i	8%	-14%	0%	20%	3%	10%	-1.1

Ordered by count of non-hydrogen atoms (rising): some entries from above.
SMILES	Nrf2 activator	pAkt inh	TGFb inhibitor	EPAC2 antag	Mm-Cpn inhibitor	Nrf2 inh	EPAC2 ag	A549 viability	CCT modulator
Cn1c(=O)c2[nH]c(CN3CCN(Cc4ccccc4)CC3)nc2n(C)c1=O	0.0%	i	?	-2%	2%	?	-6%	1%	-0.1
COc1ccc(NC2=C(C(C)=O)C(c3ccc(OC)c(OC)c3)C(C(C)=O)C(C)(O)C2)cc1 (stereo not drawn)	0.2%	i	1%	-3%	0%	-2%	7%	-11%	0.8
O=c1[nH]c(C2CCCN(S(=O)(=O)c3ccccc3F)C2)nc2c1nnn2Cc1ccccc1Cl (stereo not drawn)	3.6%	i	?	-1%	1%	?	5%	-4%	0.6

(more compounds)
SMILES	Nrf2 activator	pAkt inh	TGFb inhibitor	EPAC2 antag	Mm-Cpn inhibitor	Nrf2 inh	EPAC2 ag	A549 viability	CCT modulator
CCNC(=O)C1CCCc2c1[nH]c1ccc(Cl)cc21 (stereo not drawn)	2.0%	i	4%	-3%	-1%	-24%	20%	1%	-2.5
Cc1cccc(S(=O)(=O)NC(=O)C2(C)CCN2C(=O)c2ccc(C3CCCCC3)cc2)c1 (stereo not drawn)	0.4%	i	-2%	-16%	nt	nt	-4%	nt	-1.8
Cc1cccc(CN2CCCC(C(=O)N3CCc4ccccc4C3)C2)c1 (stereo not drawn)	-0.6%	nt	3%	-7%	0%	-3%	6%	1%	-5.7
Cc1nn(CC(=O)Nc2c(F)c(F)cc(F)c2F)c(=O)c2cccn12	0.2%	i	16%	2%	2%	-6%	4%	-3%	-2.7
O=C(Cc1ccc([N+](=O)[O-])cc1)Nc1cccc(C(=O)N2CCCCC2)c1	-0.5%	i	?	-9%	1%	?	5%	0%	2.0
Cc1cc(C)c(C#N)c(=N)o1	2.6%	i	-25%	-19%	0%	-3%	-10%	8%	-1.6
Cc1cccc(C)c1NC(=O)CSC(=S)N1CCCC1	-0.8%	i	10%	1%	-3%	-25%	2%	9%	-1.4
CCOC(=O)N1CCC(N2CCN(S(=O)(=O)c3ccc(C)cc3)CC2)CC1	-0.1%	i	-10%	-4%	0%	-10%	11%	-12%	-0.1
CCOc1ccc(CCNC(=O)CSc2n[nH]c(N)n2)cc1OCC	0.4%	i	0%	10%	1%	-6%	6%	0%	-4.0
O=C(N/N=C/c1ccc(O)cc1)c1cc(C2CC2)[nH]n1	0.6%	i	18%	3%	1%	19%	7%	-4%	-3.1
COc1ccc(Cl)cc1NC(=O)C1Cc2cc(S(=O)(=O)N3CCCC3)ccc2N1C(C)=O (stereo not drawn)	0.8%	i	-14%	-13%	-2%	?	1%	-10%	0.2
COC(=O)CCSCC(=O)Nc1ccc(C)c(S(=O)(=O)N2CCCCC2)c1	0.2%	i	4%	-4%	1%	0%	5%	6%	1.1
COC(=O)c1cc(OC)c(OC)cc1NC(=O)c1csc(C)c1	0.1%	i	0%	-6%	-1%	?	3%	2%	0.6

High-throughput results from PubChem.
